# Compound activity as filed in PubChem.
# ELG1 genotox = induces genotoxicity in HEK293T cells with luciferase-tagged ELG1 | HEK293T ELG1-luciferase reporter, luminescence, 16 h | Potency, µM (doses to about 46 µM), without a hit: top-dose activity change, positive = activation, hits mostly activators | actives 1.3% (n = 330,000); note: % of control where 0% means no effect; nearly all actives have a fitted effect of over 60% in size
#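 Reporter readout depends on ELG1 protein level, which increases with genetic stress. After 16 hr compound exposure at 37 °C, luciferase activity was quantified using ONE-Glo.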
# BRCA1 expr act = BRCA1 expression activation | MCF7-BRCA1-FFLuc reporter, luminescence, 48 h; response scale: scaled: vehicle 0%, 10 µM genistein 100% | actives 1.1% (n = 380,000) | Potency, µM (doses to about 46.1 µM), for the others: at the top dose activation, hits mostly activators; note: nearly all actives have a fitted effect of over 80% in size; some results filed as inactive show a strong effect at the top dose
#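 Quantitative HTS in MCF7 cells stably reporting BRCA1 expression via firefly luciferase. Compound treatment lasts 48 h at 37 °C in phenol-red free MEM. Activation is expressed relative to genistein at 10 microM and DMSO.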
# Rab9 promoter act = activates the Rab9 promoter | Huh7 Rab9 promoter-luciferase reporter, luminescence, 24 h | Potency, µM (doses to about 9.22 µM), without a hit: top-dose activation, negative = inhibition, usual class: activators | actives 2.8% (n = 320,000); note: % of control where 0% means no effect; nearly all actives have a fitted effect of over 60% in size
#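 Cell-based reporter: Huh7 stable for Rab9 promoter-driven luciferase, plated in reduced-serum medium with 10% FBS at 1500 cells/well, compound-treated 24 h at 37 °C, luminescence read after 10 min reagent.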
# NPC1 promoter act = NPC1 promoter activation. Huh7 NPC1 promoter luciferase reporter, 24 h. Potency, µM (series often up to 9.22 µM), inactives show at the top dose activation, most hits filed as activators. actives 2.4% (n = 320,000);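 note: % of control where 0% means no effect; nearly all actives have a fitted effect of over 60% in size; reporter is driven by a mutant NPC1 promoter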
#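 Luminescence from an NPC1 promoter-driven luciferase reporter in stably transfected Huh7 cells was measured after 24 h compound treatment at 37 °C, followed by 10 min ambient incubation with luciferase detection reagent.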
# uPA generation = cell surface uPA generation inhibition. Potency, µM (doses to about 38.3 µM), without a hit: at the highest dose activity change, negative = inhibition, actives largely listed as inhibitors. cell surface uPA generation assay, qHTS. actives 0.31% (n = 330,000); active = well fitted inhibition curve with a large enough effect; inconclusive = small, poorly fitted or top-dose-only effect; inactive = no such curve, though single readings can be large or run the other way; tested in mouse RAW 264.7 cells; note: % is set by controls: 0 for no effect and ±100 for the full control effect; nearly all actives have a fitted effect of over 55% in size
# RORg inh = ROR gamma (mouse) transcription inhibition. actives 5.4% (n = 310,000). Drosophila S2 Gal4-RORgamma UAS-luciferase reporter, 20 h. Potency, µM (doses to about 53.6 µM), without a hit: at the top dose activity change, negative = inhibition, hits mostly inhibitors; note: % is set by controls: 0 for no effect and ±100 for the full control effect; nearly all actives have a fitted effect of over 60% in size
# Target sequence (P51450 whole entry, looked up, the tested form may be a part): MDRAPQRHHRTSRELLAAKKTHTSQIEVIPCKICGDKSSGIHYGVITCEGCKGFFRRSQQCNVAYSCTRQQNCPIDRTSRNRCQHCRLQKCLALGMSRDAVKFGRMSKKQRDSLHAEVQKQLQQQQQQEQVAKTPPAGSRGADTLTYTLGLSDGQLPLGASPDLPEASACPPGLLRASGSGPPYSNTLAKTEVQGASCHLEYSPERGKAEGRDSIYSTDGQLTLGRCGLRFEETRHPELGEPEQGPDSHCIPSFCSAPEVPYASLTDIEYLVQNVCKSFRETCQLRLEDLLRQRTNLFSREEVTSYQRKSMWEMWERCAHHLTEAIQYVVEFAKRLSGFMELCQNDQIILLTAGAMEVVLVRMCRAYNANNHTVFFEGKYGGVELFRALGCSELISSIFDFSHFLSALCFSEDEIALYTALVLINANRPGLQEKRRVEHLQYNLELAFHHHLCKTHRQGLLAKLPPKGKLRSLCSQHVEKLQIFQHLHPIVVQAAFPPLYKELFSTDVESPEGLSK
#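 Drosophila S2 cells stably expressing Gal4-DBD/mouse RORγ fusion under metallothionein promoter plus UAS-luciferase; compound 1 h, then 700 uM CuSO4 induction for 20 h at ambient temperature; inhibition read as reduced luminescence.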
# Gal4-VP16 FLuc = Gal4-VP16 reporter inhibition counter-screen. Drosophila S2 Gal4-VP16 UAS-luciferase, luminescence, 20 h. Potency, µM (series often up to 53.6 µM), without a hit: at the highest dose activity, negative = inhibition, actives largely listed as inhibitors. actives 3.5% (n = 310,000). AID 2546;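 note: Gal4-VP16 expression switched on by copper sulfate through the metallothionein promoter; % is set by controls: 0 for no effect and ±100 for the full control effect; nearly all actives have a fitted effect of over 50% in size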
# MBNL1-CUG inh = MBNL1-poly(CUG) RNA binding inhibition. actives 0.036% (n = 280,000). Potency, µM (highest dose often 57.5 µM), without a hit: top-dose activity change, negative = inhibition, usual class: inhibitors. TR-FRET MBNL1-His/biotin-(CUG)12 binding, 665/545 ratio; active = well fitted inhibition curve with a large enough effect in the signal ratio, with a control signal flat, not every such curve was filed as active; inconclusive = small, poorly fitted or top-dose-only effect, or effect the other way, or a change in a side signal; inactive = no such curve, though single readings can be large or run the other way; the % refers to the signal ratio; note: % is set by controls: 0 for no effect and ±100 for the full control effect
#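 Inhibition of protein-RNA binding appears as loss of TR-FRET between terbium anti-His antibody on MBNL1-His and streptavidin-XL665 on biotin-(CUG)12. Activity is normalized to buffer-only and uninhibited-complex controls.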
# p53 reactivation = restores transcriptional activity of mutant p53 | actives 0.063% (n = 320,000) | H1299 p53-A138V BP100-luciferase reporter, luminescence, 24 h | Potency, µM (top dose mostly 92.2 µM), without a hit: top-dose activity change, positive = activation, most hits filed as activators; note: % of control where 0% means no effect; nearly all actives have a fitted effect of over 45% in size
#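 p53-null H1299 cells stably carrying temperature-sensitive p53-A138V and a BP100-luciferase reporter were pinned with compounds (4-point, 1:5 series) and held 24 hrs at 37 deg C. Luminescence was read 10 min after detection reagent.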
# FLuc modulator = counter-screen for miR-21 project: firefly luciferase inhibitors or activators; actives 6.9% (n = 360,000); P08659; purified FLuc, Km substrates, luminescence inhibition; Potency, µM (top dose mostly 57.5 µM), inactives show at the highest dose activity change, negative = inhibition, most hits filed as inhibitors;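 note: plate controls were vehicle for no effect and reference inhibitor for full effect; nearly all actives have a fitted effect of over 55% in size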
# Target sequence (P08659 whole entry, looked up): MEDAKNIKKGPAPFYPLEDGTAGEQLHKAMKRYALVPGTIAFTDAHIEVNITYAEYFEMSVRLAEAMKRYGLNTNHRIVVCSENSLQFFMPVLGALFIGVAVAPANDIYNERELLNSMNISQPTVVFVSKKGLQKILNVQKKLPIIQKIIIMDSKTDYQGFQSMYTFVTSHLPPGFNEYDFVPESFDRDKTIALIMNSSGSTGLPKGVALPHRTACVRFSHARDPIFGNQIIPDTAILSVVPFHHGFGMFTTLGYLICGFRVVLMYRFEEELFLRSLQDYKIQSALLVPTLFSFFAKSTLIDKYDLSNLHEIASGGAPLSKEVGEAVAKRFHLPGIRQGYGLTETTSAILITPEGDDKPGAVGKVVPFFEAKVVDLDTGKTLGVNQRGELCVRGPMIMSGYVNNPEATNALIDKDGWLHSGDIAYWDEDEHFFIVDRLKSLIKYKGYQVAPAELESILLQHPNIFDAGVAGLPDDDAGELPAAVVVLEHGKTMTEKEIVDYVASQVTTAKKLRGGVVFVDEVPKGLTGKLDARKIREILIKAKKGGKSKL
#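 Purified P. pyralis luciferase, 10 nM final, with Km-level 10 uM D-luciferin and 10 uM ATP in 50 mM Tris acetate pH 7.5, 10 mM Mg acetate, 0.01% Tween-20, 0.05% BSA; 6-point qHTS titration about 60 µM downward; luminescence read.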
# * marks the source's active call; other numbers are inactive results; ? = inconclusive; nt = no result given; [ ] = dose if it differs, or a comment. Unless noted, calls come from the whole dose curve; as a rule, active = well fitted curve in the direction sought with a large enough effect; inconclusive = small, poorly fitted or top-dose-only effect, or another doubt; inactive = no such curve, though single readings can be large; an effect the other way counts as inactive or inconclusive. Potency is the fitted concentration of half-maximal effect.
SMILES,ELG1 genotox,BRCA1 expr act,Rab9 promoter act,NPC1 promoter act,uPA generation,RORg inh,Gal4-VP16 FLuc,MBNL1-CUG inh,p53 reactivation,FLuc modulator
CC(=O)c1ccc(S(=O)(=O)NC2CCCCCCC2)cc1,-9%,-6%,-6%,4%,-8%,?,-30%,-4%,-3%,2%
COc1cc(C(=O)N/N=C\c2ccccc2)c([N+](=O)[O-])c(OC)c1OC,-4%,-3%,0%,-1%,-5%,24%,-1%,16%,-6%,7%
O=C(c1ccco1)N1CCN(c2nc3ccsc3c(=O)s2)CC1,16%,85%,18%,1%,15%,14%,15%,?,5%,-17%
O=[N+]([O-])c1cccc(N/N=C/c2cc([N+](=O)[O-])ccc2O)c1,?,78%,30%,?,6%,-35%,-10%,14%,3%,?
COc1ccccc1-c1nnc(SCC(=O)NC2CC2)n1C,-2%,8%,-2%,0%,6%,nt,nt,nt,2%,-1%
Cc1ccc(-c2csc3nc(CN(C)Cc4ccccc4)[nH]c(=O)c23)cc1,-9%,2%,10%,-9%,-3%,1.3µM*,6.3µM*,11%,0%,5%
CCOC(=O)c1[nH]c(C)c(C(=O)OCC(=O)N(CC)C2CCS(=O)(=O)C2)c1C (stereo not given),7%,9%,-6%,0%,-2%,-8%,-1%,-8%,1%,-3%
N/C(=N\OC(=O)c1ccccc1Cl)c1cccnc1,?,18%,?,3.5µM*,-9%,-29%,-18%,?,?,4.3µM*
COc1ccccc1NC(=S)NNC(=O)c1cc(C)n(C)n1,1%,-14%,-2%,-5%,2%,-12%,?,-4%,5%,4%
O=C(c1ccc(Cl)c(S(=O)(=O)N2CCCC2)c1)N1CCN(c2ccc(F)cc2)CC1,-6%,-46%,4%,-5%,-1%,5%,4%,-4%,-3%,-2%
Cc1nc(NC(=O)c2ccccc2)sc1C1(C)CC(c2c(Cl)cccc2Cl)=NO1 (stereo not given),-7%,-26%,-2%,0%,?,-41%,-2%,3%,5%,-4%
CC(NC(=O)c1cccc(N(C)C)c1)c1ccc(-n2ccnc2)cc1 (stereo not given),0%,-4%,-2%,-3%,1%,37%,3%,-2%,-4%,?
C(=N/Nc1nc(-c2ccccc2)cc(-c2ccccc2)n1)/c1cccnc1,1%,-20%,26%,18%,-8%,?,?,7%,?,2.7µM*
O=C(Nc1ccc(O)cc1)/C(=C\c1cccs1)NC(=O)c1ccccc1,0%,-22%,-2%,-1%,?,0%,-16%,?,-4%,3%
CCCOc1ccc(N2C(=O)CC(N(C(=O)c3ccco3)c3ccc(OCCC)cc3)C2=O)cc1 (stereo not given),9%,1%,0%,-1%,nt,-2%,2%,-7%,2%,0%
NC(=S)NC(=O)c1ccccc1,2%,-17%,1%,-8%,4%,-25%,-1%,3%,7%,4%
COc1ccc(C(=O)NCc2ccc(C(=O)NCC(OC)OC)cc2)cc1OC,-6%,-6%,-1%,-2%,11%,-15%,-4%,-3%,-2%,0%
N#Cc1cc([N+](=O)[O-])ccc1NC(=O)COC(=O)CN1C(=O)C2CCCCC2C1=O (stereo not given),3%,-9%,nt,nt,5%,nt,nt,nt,-1%,nt
Cc1cc(C(=O)CS(=O)(=O)c2ccc(Cl)cc2)cc(C)c1O,-1%,11%,2%[1.84 µM],-3%,-4%,-28%,12%,-2%,2%,0%
COC(=O)C1CCN(C(=O)COC(=O)c2cc(-c3cccs3)nn2-c2ccccc2)CC1,2%,-4%,0%,1%,-18%,nt,nt,nt,5%,1%
CS(=O)(=O)N(CC(=O)NC1CC1)c1cccc(F)c1,1%,0%,-2%,6%,7%,27%,-2%,1%,0%,-3%
C=CCOc1ccc(/C=C/C(=O)OCC(=O)NCC(=O)Nc2c(C)cc(C)cc2C)cc1,-4%,-8%,20%,-4%,5%,nt,nt,nt,13%,-4%
CCOC(=O)/C(C#N)=c1/s/c(=C2\C=Cc3ccccc3N2CC)c(=O)n1CC,1%,29%,7%,0%,5%,-4%,-4%,15%,-4%,-4%
CC(=O)Cn1c(CN2CCCC2)nc2ccccc2c1=O,1%,-7%,2%,-1%,2%,0%,16%,0%,1%,0%
N#CCC(=O)Nc1ccc(C(=O)OCC(=O)Nc2ccccc2Sc2ccccc2)cc1,-4%,-23%,-6%,-1%,22%,6%,-1%,6%,-1%,-9%
CC1=C(C)C(=O)C(N2CCOCC2)=CC1=O,-4%,-48%,11%,13%,?,22µM*,?,4%,?,-7%
COc1ccc(NC(=O)c2sccc2SCc2cccc(C(F)(F)F)c2)cc1,14%,9%,-9%,-2%,-2%,?,-4%[0.365 µM],-6%,5%,-15%
Cc1ccc2nc(N3CCN(c4ccccc4F)CC3)c(C=O)c(=O)n2c1,3%,13%,2%,-8%,-2%,15%,-5%,-7%,-3%,-12%
CCCC1S/C(=N/N=C/c2ccc(OC)cc2)N(Cc2ccccc2)C1=O (stereo not given),0%,-12%,-6%,-2%,6%,21%,8%,-2%,-2%,2%
COc1ccc(NC(=O)C(=O)Nc2cccc3ccccc23)c(OC)c1,2%,-8%,19%,-1%,-1%,-24%,-9%,-3%,nt,?

# Next part
SMILES,ELG1 genotox,BRCA1 expr act,Rab9 promoter act,NPC1 promoter act,uPA generation,RORg inh,Gal4-VP16 FLuc,MBNL1-CUG inh,p53 reactivation,FLuc modulator
O=C(N/N=C/c1cccnc1)c1ccccc1OCc1ccc(Cl)cc1,-11%,nt,-38%[inhibitor],0%,nt,42%,6%,?,2%,?
Cc1ccc(NS(=O)(=O)c2cccc(C(=O)NCC(c3cccs3)N3CCOCC3)c2)cc1 (stereo not given),-6%,-12%,-5%,-1%,-1%,nt,nt,nt,-4%,6%
c1ccc(COCCC2CO2)cc1 (stereo not given),-1%,nt,-3%,0%,nt,-12%,-3%,1%,8%,6%
Cc1csc(NC(=O)C2CCCN2C(=O)Oc2ccccc2)n1 (stereo not given),0%,2%,-7%,-2%,0%,-1%,6%,1%,-3%,1%
O=C(CN1CCN(c2ccc(Cl)cc2)CC1)Nc1cccc(F)c1,-5%,-16%,-1%,1%,0%,28%,-5%,-11%,-2%,5%
CC(=O)Nc1cccc(C(=O)N(CCc2ccccc2)Cc2ccccc2)c1,?,27%,4%,3%,5%,-4%,-8%,5%,8%,4%
O=C(N/N=C/c1cccnc1)c1cccc(F)c1,7%,-27%,3%,5%,0%,-14%,?,11%,-2%,?
CC(C)Cc1nnc(NC(=O)c2cc(-c3ccncc3)nc3ccccc23)s1,-1%,-11%,-3%,-6%,-1%,-31%,-25%,?,-4%,-5%
CCCC12CN(C(=O)c3ccc(OC)cc3)CC(C)(CN(C(=O)c3ccc(OC)cc3)C1)C2=O,-13%,3%,-5%,2%,7%,-7%,0%,-6%,-5%,1%
Cc1cc(NC(=O)COC(=O)C2COc3ccccc3O2)no1 (stereo not given),1%,28%,7%,7%,2%,7%,4%,-4%,1%,-3%
Cc1ccc(-c2nnc(CCC(=O)N(C)Cc3nccs3)o2)s1,10%,82%,-11%,-2%,0%,-8%,0%,?,0%,7%
COc1ccc(-c2nn(-c3ccccc3)cc2CNC(C)Cn2cncn2)c(F)c1 (stereo not given),0%,-25%,8%,-3%,2%,17%,13%,3%,-5%,0%
CSc1ncccc1C(=O)N1CCCC(N2CCN(c3ccccc3F)CC2)C1 (stereo not given),-8%,8%,8%,-4%,-15%,-1%,-9%,2%,-3%,0%
COc1ccc(CCNC(=O)CCCn2c(=O)c3cccn3c3cccnc32)c(OC)c1,1%[9.26 µM],7%,-1%,-3%,0%,0%,-8%,-4%,-10%,0%
O=C(NCc1ccco1)C1CCCN1C(=O)Nc1ccccc1 (stereo not given),1%,3%,0%,-6%,3%,-2%,-2%,-1%,-2%,-1%
CC(CN1CCCC1)OC(=O)c1ccc(F)cc1 (stereo not given),-4%,-2%,11%,-3%,-9%,-34%,-5%,-3%,11%,-2%
O=C(Oc1cc2oc(=O)c3c(c2cc1Cl)CCCC3)c1ccco1,0%,-48%,2%,-4%,-1%,2%,-1%,-3%,-1%,-10%
CC1(C)CC(=O)C(N=Nc2ccc(C(F)(F)F)cc2[N+](=O)[O-])=C(O)C1,0%,-20%,-1%,14%,0%,-35%,?,?,6%,-7%
N#CC1(NC(=O)CN2C(=O)NC3(CCCCCC3)C2=O)CCCCC1,3%,-1%,-1%,-3%,1%,nt,nt,nt,6%,-1%
Cc1nc2ccccc2c(=O)n1-c1ccc(NS(=O)(=O)c2ccc(F)cc2)cc1,0%,-1%,-5%,-7%,-2%,nt,nt,nt,0%,1%
COc1ccc(C(=O)n2cc(C(=O)c3cc(C)ccc3O)cn2)cc1OC,-3%,17%,-1%,2%,1%,-29%,?,-4%,16%,-3%
COc1cc(NC(=O)Cn2nc(-c3ccc(F)cc3)ccc2=O)ccc1-n1cnnn1,5%,-17%,-1%,-8%,10%,12%,4%,-1%,-9%,5%

# Given with values under each structure: entries from further up.
# The line under a structure holds: ELG1 genotox, BRCA1 expr act, Rab9 promoter act, NPC1 promoter act, uPA generation, RORg inh, Gal4-VP16 FLuc, MBNL1-CUG inh, p53 reactivation, FLuc modulator
Cc1ccc(-c2nnc(CCC(=O)N(C)Cc3nccs3)o2)s1
→ 10%, 82%, -11%, -2%, 0%, -8%, 0%, ?, 0%, 7%
CCCC12CN(C(=O)c3ccc(OC)cc3)CC(C)(CN(C(=O)c3ccc(OC)cc3)C1)C2=O
→ -13%, 3%, -5%, 2%, 7%, -7%, 0%, -6%, -5%, 1%
